Bioassay records as filed in PubChem BioAssay.
Rab2 wt GTP: modulators of GTP binding to Rab2A wildtype, primary screen, biochemical, dog, bead-based flow cytometry, multiplex. 0.19% of 190,000 active. GTP binding activity, % at 10 µM. Ras-related protein Rab-2A (Canis lupus familiaris), P61105. GST-Rab2 wt beads, Bodipy-GTP binding. AID 760, 2007;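 active = GTP binding activity at least 20 points away from 100%, either lowered or raised; inconclusive = signal likely due to the compound's own green fluorescence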;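 note: 0% = beads with excess unlabeled GTP and 100% = no-compound control corrected for plate trend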
Bim-Bcl-XL: inhibitors of Bim-Bcl-XL binding, primary screen, biochemical, multiplexed, bead flow cytometry, human Bcl-XL; Bcl-2-like protein 1 (Homo sapiens), Q07817; Bim peptide-Bcl-XL binding, fluorescence; inhibition, % at 10 µM; 0.04% of 190,000 active
Bcl-W Bim block: inhibitors of Bim binding to Bcl-W, primary screen, biochemical, multiplexed, bead-based flow cytometry; 0.02% of 190,000 active; Bim peptide-Bcl-W binding; inhibition, % at 10 µM; Bcl-2-like protein 2 (Homo sapiens), Q92843; AID 952, 2007;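 note: 0% = bound tracer without compound and 100% = peptide blocker; higher means less fluorescent Bim peptide bound to Bcl-W beads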
Target sequence (Q92843 whole entry, looked up): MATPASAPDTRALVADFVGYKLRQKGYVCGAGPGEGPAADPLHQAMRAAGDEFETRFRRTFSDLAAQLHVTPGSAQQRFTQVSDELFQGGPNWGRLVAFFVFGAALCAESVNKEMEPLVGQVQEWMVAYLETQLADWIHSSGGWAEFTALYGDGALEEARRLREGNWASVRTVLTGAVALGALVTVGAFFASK
Rac1 wt GTP bind: wildtype Rac1 GTP binding modulators, primary screen, biochemical, GST-Rac1 beads, flow cytometry, multiplex; 0.27% of 190,000 active; AID 757, 2007; fluorescent GTP binding; actives lie on both sides; 0 = cold GTP competed, 100 = untreated; GTP binding activity (% of control), % at 10 µM;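 active = GTP binding activity at least 20 points away from the 100% control level, either lower or higher; inconclusive = compound flagged as likely green fluorescent, judged across all proteins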
Rab7 wt modul: modulators of GTP binding to Rab7, primary screen, biochemical, wildtype, multiplex bead flow cytometry | Rab7 GTPase wild type (dog), Bodipy-FL-GTP binding | GST-Rab7 beads, fluorescent GTP binding; actives lie on both sides; untreated = 100%, excess cold GTP = 0% | GTP binding activity (percent of control), % at 10 µM | 0.055% of 190,000 active;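 active = fluorescent GTP binding to Rab7 beads changed by at least 20 points from the 100% baseline, either direction, mostly lower; inconclusive = compound itself probably fluorescent, or too few beads counted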;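 note: median green fluorescence of bound Bodipy-FL-GTP per Rab7 bead population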
Bim-Bcl-2: inhibitors of Bim-Bcl-2 binding, primary screen, biochemical, multiplexed, human Bcl-2 family; Apoptosis regulator Bcl-2 (Homo sapiens), P10415; Bead-based flow cytometry, Bim peptide-Bcl-2 binding; inhibition, % at 10 µM; 0.06% of 190,000 active; AID 950, 2007; in the data active = inhibition above about 40%; inconclusive = no clear call, values can overlap the other calls;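 note: 0% = no compound wells with probe peptide and 100% = reference peptide inhibitor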
Target sequence (P10415 whole entry, looked up): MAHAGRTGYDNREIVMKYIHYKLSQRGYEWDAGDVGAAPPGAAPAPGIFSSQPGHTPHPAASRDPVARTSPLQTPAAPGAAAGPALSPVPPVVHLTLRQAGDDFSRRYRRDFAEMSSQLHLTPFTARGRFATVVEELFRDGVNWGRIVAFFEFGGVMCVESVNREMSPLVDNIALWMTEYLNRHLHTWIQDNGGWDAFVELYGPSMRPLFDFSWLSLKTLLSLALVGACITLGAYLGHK
Bim-Bcl-B: inhibitors of Bim-Bcl-B binding, primary screen, biochemical, multiplexed, human Bcl-2 family; Bcl-2-like protein 10 (Homo sapiens), Q9HD36; bead-based flow cytometry, Bim peptide-Bcl-B binding; inhibition, % at 10 µM; 0.073% of 190,000 active;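 note: 0% = tracer peptide without compound and 100% = reference inhibitor peptide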
Target sequence (Q9HD36 whole entry, looked up): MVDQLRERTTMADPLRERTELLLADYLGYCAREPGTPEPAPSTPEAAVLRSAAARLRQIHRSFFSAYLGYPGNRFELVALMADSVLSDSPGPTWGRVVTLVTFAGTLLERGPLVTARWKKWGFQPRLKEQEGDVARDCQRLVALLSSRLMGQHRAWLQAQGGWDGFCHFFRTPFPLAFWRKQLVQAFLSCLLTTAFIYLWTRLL
Cdc42 wt GTP: modulators of GTP binding to wildtype Cdc42, primary screen, biochemical, multiplex bead flow cytometry, Bodipy-GTP; Cell division control protein 42 homolog (Homo sapiens), P60953; GST-Cdc42 beads; actives lie on both sides; percent activity (GTP binding), % at 10 µM; 0.2% of 190,000 active; AID 761, 2007;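 active = percent activity GTP binding at least 20 points away from the 100% baseline, either down as inhibitor or up as activator; inconclusive = compound flagged as likely green fluorescent from well-wide comparison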;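 note: median bead fluorescence of bound Bodipy-FL-GTP at 100 nM; 0% = excess unlabeled GTP control and 100% = no compound control; below 100% means less GTP binding so inhibitor and above means activator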
Target sequence (P60953 whole entry, looked up): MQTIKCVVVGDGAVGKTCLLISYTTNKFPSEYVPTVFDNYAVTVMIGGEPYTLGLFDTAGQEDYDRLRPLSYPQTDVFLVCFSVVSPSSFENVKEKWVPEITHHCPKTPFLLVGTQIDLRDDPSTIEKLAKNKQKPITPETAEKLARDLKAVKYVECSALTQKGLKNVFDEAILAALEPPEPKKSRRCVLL
HRas wt GTP: modulators of GTP binding to HRas wildtype, primary screen, biochemical, bead-based flow cytometry, multiplex; GST-Ras wt beads, Bodipy-FL-GTP binding; actives lie on both sides; GTP binding activity, % at 10 µM; 0.14% of 190,000 active; AID 759, 2007;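 active = GTP binding activity at least 20% away from the 100% baseline, either lowered as inhibitor or raised as activator; inconclusive = flagged as likely green fluorescent, judged across all proteins in the well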;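 note: 0% = unlabeled GTP competition control and 100% = no-compound control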
Target sequence (P01112 whole entry, looked up): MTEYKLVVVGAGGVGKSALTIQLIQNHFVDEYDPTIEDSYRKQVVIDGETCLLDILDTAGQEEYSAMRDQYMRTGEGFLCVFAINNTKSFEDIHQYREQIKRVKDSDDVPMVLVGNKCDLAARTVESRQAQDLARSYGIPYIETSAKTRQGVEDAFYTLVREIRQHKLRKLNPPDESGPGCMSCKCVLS
Bfl-1 Bim block: inhibitors of Bim binding to Bfl-1, primary screen, biochemical, multiplexed, bead-based flow cytometry. Bcl-2-related protein A1 (Homo sapiens), Q16548. Bim-Bfl-1 binding inhibition. inhibition, % at 10 µM. 0.12% of 190,000 active;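 note: 0% = wells without compound plus tracer and 100% = blocker peptide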
Rac1 mut GTP: GTP binding modulators of activated mutant Rac1, primary screen, biochemical, bead-based flow cytometry, multiplex, fluorescent GTP; Ras-related C3 botulinum toxin substrate 1 (Homo sapiens), P63000; percent activity (GTP binding), % at 10 µM; GST-Rac1 activated beads; actives lie on both sides; 100% means binding = to untreated wells; 0.11% of 190,000 active;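 active = GTP binding at least 20 percentage points away from the 100% baseline, in either direction, so actives lie on both sides; inconclusive = Compound likely fluorescent itself, or too few beads counted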
Active calls of the source: *; ? = inconclusive. Cut-off read from the data, not from the text of the source, unless noted: active = inhibition above about 40%. Not a hit list; overall some 0.62% were active at least once.

Below each SMILES – Rab2 wt GTP | Bim-Bcl-XL | Bcl-W Bim block | Rac1 wt GTP bind | Rab7 wt modul | Bim-Bcl-2 | Bim-Bcl-B | Cdc42 wt GTP | HRas wt GTP | Bfl-1 Bim block | Rac1 mut GTP
1: O=c1cc(-c2ccccc2)[nH]n1-c1nc2ccccc2s1
  92 | -3 | 0 | 92 | 92 | -9 | -5 | 92 | 93 | -14 | 86
2: Nc1nc(SCC(=O)c2ccc([N+](=O)[O-])cc2)n[nH]1
  94 | -2 | 0 | 94 | 93 | -3 | -7 | 94 | 95 | 0 | 94
3: C#Cc1ccc([C@@H]2C=C(C(=O)OCC=C)O[C@H](OCCCCO)C2)cc1
  97 | 1 | -1 | 97 | 101 | -1 | 0 | 95 | 98 | -3 | 95
4: CCO[C@@H]1OC(C(=O)NCc2ccccc2)=C[C@H](c2cn(C(C)=O)c3ccccc23)[C@H]1CCCO
  98 | -2 | -1 | 95 | 105 | -1 | -4 | 96 | 96 | -5 | 95
5: Cc1ccc(-c2nc(N/N=C/c3ccncc3)c3ccccc3n2)cc1
  98 | -10 | 7 | 100 | 98 | -4 | -5 | 99 | 97 | -6 | 100
6: COc1ccc(NC(=S)NCCc2c[nH]c3ccc(OC)cc23)c(OC)c1
  ? | 7 | 17 | ? | ? | -14 | -8 | ? | ? | -7 | ?
7: O=C(c1ccc(CS(=O)(=O)c2cccc(C(F)(F)F)c2)o1)N1CCN(c2ccccn2)CC1
  94 | -13 | -1 | 96 | 97 | -9 | -4 | 96 | 97 | -14 | 94
8: CCn1c(CNc2ccc(F)cc2)nnc1SCC(=O)Nc1ccccc1OC
  99 | -1 | 3 | 104 | 100 | 5 | 0 | 97 | 97 | -1 | 95
9: O=C(c1cccs1)N1CCN(Cc2ccccn2)CC1
  95 | 0 | -2 | 103 | 96 | -4 | -3 | 98 | 97 | -5 | 99
10: O=C(Nc1ccccc1-c1ccccc1)c1cnccn1
  97 | -2 | 1 | 105 | 96 | -3 | -2 | 104 | 98 | -12 | 98
11: COc1ccc(-c2noc(CCC(=O)NC3CCN(Cc4ccccc4)CC3)n2)cc1
  103 | -24 | -4 | 104 | 102 | -2 | -5 | 103 | 102 | 0 | 99
12: O=C(CC1(O)C(=O)Nc2ccccc21)c1ccccc1 (stereo not given)
  100 | -2 | 3 | 105 | 101 | -6 | -4 | 100 | 100 | -11 | 101
13: O=C(O)CSc1nnc(-c2ccccc2O)n1Cc1ccccc1
  98 | -4 | 0 | 100 | 100 | -2 | 0 | 100 | 101 | -6 | 96
14: O=C(c1ccco1)N1CCN=C1SCc1ccccc1F
  99 | -9 | -5 | 103 | 101 | -4 | -2 | 101 | 99 | -4 | 98
15: C/C(=N\N1CCN(Cc2ccccc2)CC1)c1ccco1
  99 | -2 | -1 | 102 | 102 | -2 | -3 | 104 | 99 | -8 | 99
16: C/C(=N\NC(=O)c1ccn[nH]1)c1cn(C)nc1C
  101 | -2 | -4 | 105 | 102 | -1 | -5 | 103 | 100 | -4 | 101
17: CSc1nc2ccc(NS(=O)(=O)c3cccc(Cl)c3Cl)cc2s1
  96 | -4 | -2 | 98 | 99 | -8 | 2 | 96 | 97 | -5 | 96
18: Cc1cccc(-n2ccnc2SCC(=O)Nc2nccs2)c1
  98 | -15 | -6 | 99 | 98 | -15 | -6 | 95 | 97 | 1 | 98
19: CCOC(=O)C1=C(O)/C(=C/c2ccc(OCC(=O)O)c(OCC)c2)SC1=Nc1ccc(C)cc1
  90 | -3 | 0 | 91 | 92 | -2 | -2 | 89 | 91 | -2 | 91
20: O=C(Nc1cccc2ccccc12)C1CCN(C(=O)NCc2ccccc2)CC1
  103 | -3 | 4 | 106 | 101 | 0 | -8 | 106 | 104 | -7 | 102
21: C/C(=N\NC(=O)Cn1nc(C)c(Br)c1C)c1cccs1
  102 | -4 | -3 | 104 | 100 | -1 | -4 | 106 | 102 | -7 | 102
22: Cc1ccc(C(=O)O)cc1N=Cc1cc(Br)cc(Br)c1O
  97 | -1 | 0 | 97 | 98 | 0 | 3 | 98 | 97 | 0 | 100
23: O=C(O)CCSc1nnc(SCC(=O)NCC(F)(F)F)s1
  101 | -4 | -1 | 105 | 98 | 0 | -11 | 103 | 102 | 0 | 99
24: O=C(c1nnc(-c2ccc(Cl)cc2)o1)C1CCCC1
  97 | -1 | -1 | 99 | 104 | 0 | -1 | 94 | 99 | -3 | 94
25: Cc1onc(-c2ccccc2Cl)c1C(=O)N1CCCc2ccccc21
  103 | -8 | 0 | 104 | 102 | -7 | -5 | 102 | 103 | -13 | 102
26: CC1CN(C(=O)c2cc3c(=O)n4ccccc4nc3s2)CC(C)O1 (stereo not given)
  101 | 0 | 1 | 101 | 101 | 3 | 1 | 101 | 101 | 0 | 97
27: Cc1oc(C(C)(C)C)cc1C(=O)NCC(=O)NCC(=O)O
  102 | -3 | 0 | 101 | 103 | 2 | 0 | 101 | 101 | -1 | 99
28: Cc1cc(/C=N\NC(=O)CC(=O)NC2CCCCC2)c(C)n1-c1ccc(Cl)c(Cl)c1
  98 | -8 | -3 | 104 | 100 | -10 | -9 | 99 | 100 | -14 | 98
29: CN(C)C(=O)CN1CCN(c2nc3nonc3nc2N2CCCCC2)CC1
  99 | -2 | 0 | 99 | 98 | -2 | -8 | 100 | 100 | -3 | 97
30: O=C(COc1cccc2ccccc12)N1CCN(c2ccccn2)CC1
  100 | 1 | 1 | 107 | 100 | 1 | 2 | 99 | 100 | -2 | 100
31: CCOc1ccc(C(=O)NC(C)(C)CC)cc1
  93 | -2 | -3 | 96 | 97 | 0 | -3 | 101 | 99 | -3 | 98
32: C/C(=N/NS(=O)(=O)c1ccc(Cl)cc1)c1cccc(O)c1
  99 | -6 | -1 | 104 | 98 | -5 | -9 | 105 | 101 | -17 | 97
33: Cc1c(C(=O)CN2CCSCC2)c2ccccc2n1C
  96 | -5 | -6 | 97 | 98 | -2 | -4 | 98 | 100 | -3 | 96
34: O=C(CSc1nc2ccccc2s1)NC(=O)NCc1ccco1
  100 | -2 | -3 | 105 | 96 | 0 | -6 | 101 | 100 | -4 | 99
35: COC(=O)c1ccc2nc(NC(=O)CN3C(=O)CCC3=O)sc2c1
  104 | -4 | -2 | 105 | 105 | 0 | 0 | 104 | 102 | -2 | 101
36: Cc1ccc2c(c1)c1ncnc(N3CCOCC3)c1n2C
  97 | 0 | 1 | 97 | 94 | -1 | 2 | 99 | 97 | -4 | 97
37: CCOC(=O)N1CCN(C(=O)COc2ccc3c(c2)C(=O)CC2(CCN(C(C)=O)CC2)O3)CC1
  100 | 2 | 0 | 96 | 99 | 0 | -1 | 98 | 99 | -3 | 95
38: O=C(Nc1ccc(Cl)cc1C(=O)NCC1CCCO1)c1ccco1 (stereo not given)
  96 | -1 | -5 | 95 | 93 | -15 | -15 | 98 | 95 | -17 | 96
39: CCOC(=O)CSc1nnnn1-c1cc(OC)ccc1OC
  104 | -4 | -1 | 108 | 101 | 0 | -6 | 110 | 105 | -11 | 103
40: CCn1c2ccccc2c2cc(NC(=O)CSc3nnc(-c4cccc(F)c4)o3)ccc21
  100 | -1 | 0 | 106 | 101 | -9 | -1 | 101 | 100 | -6 | 98
41: Cc1ccc(C(=O)Nc2ccc(C(=O)N/N=C/c3ccncc3)cc2)cc1
  96 | -4 | -6 | 99 | 96 | -2 | -13 | 96 | 96 | -9 | 98
42: Cc1nnnn1/C(=C\c1ccccc1)C(=O)OCC(=O)NC(C)(C)C
  100 | -6 | -1 | 104 | 99 | -5 | -4 | 106 | 102 | -20 | 102
43: O=C(COn1nnc2ccc(Cl)cc21)NC12CC3CC(CC(C3)C1)C2
  103 | -8 | -1 | 101 | 100 | -4 | -4 | 101 | 99 | -14 | 98
44: Cn1c(N)c(S(=O)(=O)N2CCN(c3ccccc3)CC2)c(=O)n(C)c1=O
  106 | 1 | 0 | 104 | 106 | 0 | -1 | 104 | 102 | -3 | 98
45: O=C(NCCO)/C(=C\c1ccc(Br)cc1)NC(=O)c1cccs1
  100 | 0 | 0 | 106 | 104 | -4 | -5 | 104 | 101 | -6 | 100
46: Cc1ccccc1NC(=O)/C(=C/c1cccs1)NC(=O)c1ccco1
  103 | -6 | -1 | 102 | 100 | -3 | -11 | 100 | 102 | -18 | 100
47: O=C(NC1CCCc2ccccc21)c1ccccc1Cl (stereo not given)
  98 | 0 | 3 | 99 | 98 | -2 | 2 | 100 | 98 | -2 | 99
48: CCc1nc(SCc2cccnc2)c(C#N)cc1C
  101 | -6 | 0 | 106 | 102 | -9 | -6 | 103 | 103 | -12 | 97
49: CCN(CC)c1ccc2cc(C(=O)Nc3ccccn3)c(=O)oc2c1
  94 | 2 | 2 | 96 | 92 | 5 | 0 | 96 | 96 | 4 | 95
50: Cc1cc(C)c2nc(N3CCCN(C(=O)c4cnccn4)CC3)c(C#N)cc2c1
  104 | -3 | -1 | 105 | 100 | 0 | -6 | 104 | 105 | 1 | 103

Further compounds
Below each SMILES – Rab2 wt GTP | Bim-Bcl-XL | Bcl-W Bim block | Rac1 wt GTP bind | Rab7 wt modul | Bim-Bcl-2 | Bim-Bcl-B | Cdc42 wt GTP | HRas wt GTP | Bfl-1 Bim block | Rac1 mut GTP
51: CCCn1nnc(NC(=O)c2cccc(OCC(C)C)c2)n1
  104 | -3 | 0 | 111 | 108 | -2 | -5 | 105 | 104 | -11 | 101
52: Cc1[nH]n(-c2ccccc2)c(=O)c1N=Nc1ccccc1
  95 | 0 | -1 | 98 | 95 | 0 | 0 | 95 | 94 | -4 | 96
53: COc1ccc(S(=O)(=O)N2c3ccccc3OCC2C(C)(C)C)cc1 (stereo not given)
  92 | -4 | -10 | 89 | 96 | -4 | -6 | 89 | 92 | 0 | 92
54: COc1ccc(C(=O)Nc2cccc(/C(C)=N/NC(=O)c3ccc([N+](=O)[O-])c(C)c3)c2)cc1OC
  98 | -9 | -3 | 104 | 100 | -10 | -10 | 105 | 101 | -20 | 98
55: COc1ccccc1CNC(=O)Cc1cc(=O)[nH]c(=O)[nH]1
  99 | -8 | -7 | 103 | 100 | -1 | -7 | 99 | 98 | -1 | 95
